Screening data deposited in PubChem by several laboratories.
ZTA DNA inh – counter-screen for EBNA-1 inhibitors: inhibitors of Epstein-Barr virus ZTA; ZTA-DNA binding, fluorescence polarization; inhibition, % at 11 µM; 0.15% of 320,000 active; in the data active = inhibition above about 33%
Target sequence (P03206 whole entry, looked up): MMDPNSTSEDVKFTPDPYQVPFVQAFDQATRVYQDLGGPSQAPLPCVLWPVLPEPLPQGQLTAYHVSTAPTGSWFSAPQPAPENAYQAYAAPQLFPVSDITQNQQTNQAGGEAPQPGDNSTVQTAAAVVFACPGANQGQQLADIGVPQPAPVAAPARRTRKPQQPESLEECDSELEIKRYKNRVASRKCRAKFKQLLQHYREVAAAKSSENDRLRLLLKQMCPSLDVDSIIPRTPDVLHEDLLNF
EBNA-1 inh – EBNA-1 DNA-binding inhibitors, primary screen, biochemical, fluorescence polarization. AID 1950, 2009. inhibition, % at 14.8 µM. 0.34% of 300,000 active; in the data active = inhibition above about 28%
core dimer inh – inhibitors of HCV core protein dimerization, primary screen, biochemical, TR-FRET, high-throughput | TR-FRET GST/Flag-core106 dimerization, 1536-well | inhibition, % at 5 µM | 0.33% of 300,000 active;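 active = inhibition above the mean of all tested compounds plus 3 SD, set per screening campaign, cut at about 45% in these data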
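System: GST/Flag-tagged HCV core106 proteins. Incubation: compound-protein-antibody incubation 4 h at 22.5 °C. Technique: HTRF with 340 nm excitation, 617/671 nm emission. Medium: KF-containing HEPES buffer, pH 7.45, DTT, CHAPS, BSA. Read-out: inhibition (%) from 671 over 617 nm ratio. Also added: Eu(K)-anti-GST 90 ng/mL plus XL665-anti-Flag 1 µg/mL.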
PREPL inh – PREPL enzyme inhibitors, primary screen, biochemical, fluorescence polarization; inhibition, % at 5.96 µM; Prolyl endopeptidase-like (Homo sapiens), Q4J6C6; 0.68% of 320,000 active; recombinant PREPL, fluorescence polarization activity-based probe; in the data active = inhibition above about 43%;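 note: 0% = enzyme with DMSO and 100% = wells lacking enzyme; many of its hits are not listed in these tables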
Target sequence (Q4J6C6 whole entry, looked up): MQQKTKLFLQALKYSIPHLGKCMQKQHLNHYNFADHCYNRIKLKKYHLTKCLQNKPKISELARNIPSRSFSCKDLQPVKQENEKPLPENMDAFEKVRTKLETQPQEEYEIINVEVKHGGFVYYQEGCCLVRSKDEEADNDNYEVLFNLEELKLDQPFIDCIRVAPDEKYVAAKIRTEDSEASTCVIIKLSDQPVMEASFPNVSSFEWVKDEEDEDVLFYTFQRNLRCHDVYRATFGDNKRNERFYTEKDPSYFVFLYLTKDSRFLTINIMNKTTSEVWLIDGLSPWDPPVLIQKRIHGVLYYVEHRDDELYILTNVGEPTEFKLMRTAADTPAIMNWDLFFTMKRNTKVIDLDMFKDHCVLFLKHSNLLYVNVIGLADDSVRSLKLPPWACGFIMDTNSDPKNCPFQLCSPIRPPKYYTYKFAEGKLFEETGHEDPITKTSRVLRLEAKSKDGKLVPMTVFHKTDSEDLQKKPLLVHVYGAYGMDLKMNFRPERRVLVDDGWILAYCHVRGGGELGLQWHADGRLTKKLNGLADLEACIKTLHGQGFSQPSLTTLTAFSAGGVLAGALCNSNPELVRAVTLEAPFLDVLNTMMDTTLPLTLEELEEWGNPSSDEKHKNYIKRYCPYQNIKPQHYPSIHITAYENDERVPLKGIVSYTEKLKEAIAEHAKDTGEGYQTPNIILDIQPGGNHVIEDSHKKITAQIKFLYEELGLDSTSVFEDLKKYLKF
PP1 counter – PP1-alpha phosphatase inhibitors, primary screen, counter-screen for PP5 inhibitor project, biochemical, fluorescence, OMFP substrate, single point; AID 2235, 2010; inhibition, % at 6.7 µM; purified PP1alpha; 0.9% of 320,000 active;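 active = inhibition above the mean inhibition of all tested compounds plus 3 SD, computed separately for each screening campaign, cut at about 15% in these data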
Efflux pump inh – inhibitors of Candida efflux pumps in yeast, primary screen, S. cerevisiae, Nile Red, multiplex; S. cerevisiae Candida pump triplex; inhibition, % at 10 µM; 0.44% of 330,000 active;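 active = plate passing quality check with inhibition over a set limit, or well fluorescence over plate mean plus 4 SD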;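 note: Nile Red retained in pooled yeast measured as flow cytometry median fluorescence; 0% = buffer negative control and 100% = Enniatin B positive control; higher means more Nile Red kept so more efflux inhibition; some compounds called inactive have numbers as strong as hits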
Fh CTSL1 inh – Fasciola hepatica cathepsin L1 inhibitors, primary screen, counter-screen for PFM18AAP inhibitor project, biochemical, QFRET, fluorogenic peptide substrate; recombinant F. hepatica cathepsin L1, Z-Leu-Arg-MCA fluorescence; inhibition, % at 5.96 µM; 0.49% of 300,000 active; AID 1906, 2009;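 active = inhibition above the mean of all tested compounds plus 3 SD, set per screening campaign, cut at about 17% in these data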;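 note: 0% = plate median of test compound wells and 100% = 1 µM Z-Phe-Ala-diazomethylketone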
TPT1 inhibitor – Candida albicans TPT1 enzyme inhibitors, primary screen, biochemical, fluorescence polarization; tRNA 2'-phosphotransferase TPT1 (Candida albicans SC5314); recombinant caTPT1, FP RNA substrate dephosphorylation; inhibition, % at 5 µM; 0.81% of 300,000 active; AID 1962, 2009;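 active = inhibition above the mean of all tested compounds plus 3 SD, set per screening campaign, cut at about 24% in these data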;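 note: plate controls were DMSO alone for no effect and ferristatin control at 100 nM for full effect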
PP5 primary – PP5 phosphatase inhibitors, primary screen, biochemical, fluorescence; purified PP5c, OMFP substrate fluorescence; inhibition, % at 6.7 µM; 0.18% of 320,000 active;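 active = inhibition above the campaign's mean inhibition across all tested compounds plus 3 SD, cut at about 9.5% in these data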;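 note: 0% = DMSO only and 100% = 100 µM cantharidin control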
* marks the source's active call; other numbers are inactive results; nt = no result given. Some of the compounds tested; rates above refer to the full screens.

Every second line gives: Efflux pump inh	Fh CTSL1 inh	PP1 counter	TPT1 inhibitor	core dimer inh	PP5 primary	EBNA-1 inh	ZTA DNA inh	PREPL inh
> Cc1cc(C)nc(SC2CCOC2=O)n1 (stereo not given)
  0.1	-4	-3	-2	-1	0.0	-4	-9	-1
> Cc1ccc(N2CCN(S(=O)(=O)c3c(C)noc3C)CC2C)cc1 (stereo not given)
  0.0	-1	-3	-1	-1	0.2	-4	-10	0
> COc1cccc(OC)c1C(=O)Nc1ccc(N2CCCC2)cc1
  0.0	-2	28*	13	25	2.5	-5	-27	26
> Clc1ccccc1-c1csc(Nc2cccnc2)n1
  -0.1	1	-5	-2	1	2.8	-8	5	-3
> COc1ccc(NC(=O)COc2ccc(C(=O)NCc3cccnc3)cc2OC)cc1
  -0.1	nt	2	nt	nt	3.9	nt	-10	-15
> CC1CC(C)CN(C2CCN(Cc3cccnc3)CC2)C1 (stereo not given)
  -0.1	0	-3	-4	-3	0.0	-7	-13	0
> Cc1occc1C(=O)N1CCN(c2ccc(Cl)c(Cl)c2)CC1
  0.0	1	-1	4	-4	1.6	-6	1	37
> COc1ccc(-n2nc(C(=O)NCC(=O)NC3CCCC(C)C3C)c3ccccc3c2=O)cc1 (stereo not given)
  -0.4	4	-4	-2	12	3.3	-5	12	-1
> O=C(CSc1nc(=O)n2ccccc2n1)NCc1ccccc1
  0.3	5	-7	-2	4	1.2	-12	-9	4
> CC(=O)Nc1ccc(NC(=O)CCC(=O)OCC(=O)c2ccc(C)c([N+](=O)[O-])c2)cc1
  0.0	2	-5	-2	-1	-1.9	-2	-1	-6
> Cc1c(NC(=O)COC(=O)c2cc(-c3ccc(-c4ccccc4)cc3)nc3ccccc23)c(=O)n(-c2ccccc2)n1C
  0.2	-1	13	7	49*	3.6	31*	18	18
> Cc1onc(-c2ccccc2)c1C(=O)Nc1cccnc1
  -0.1	1	-2	5	-2	4.0	-7	10	-2
> COc1cc(NC(=O)CCn2c(=S)oc3ccccc32)cc(OC)c1OC
  -0.3	4	-1	1	0	-0.3	3	1	14
> COCCN(C(=O)c1c(C)noc1C)c1c(N)n(CC(C)C)c(=O)[nH]c1=O
  0.0	nt	-1	nt	nt	2.4	nt	-4	1
> O=c1oc2ccccc2c(N2CCOCC2)c1[N+](=O)[O-]
  -0.2	0	-5	2	2	-2.2	9	13	-8
> COc1ccc2c(C)cc(SCn3nnc4ccccc4c3=O)nc2c1
  0.0	0	-2	-2	0	0.6	0	-22	9
> C=CCNC(=O)c1onc(CCl)c1C(=O)OC
  -0.1	-2	1	0	4	2.6	1	2	0
> CCCn1nc(C(=O)N2CCCc3ccccc32)c2ccccc2c1=O
  0.1	-2	1	0	1	1.5	-6	-9	2
> Cc1cccc(NC(=S)NC(=O)/C=C/c2ccccc2)n1
  0.6	4	0	-3	3	1.2	-10	13	-2
> CC1CCc2nc(NC(=O)c3cc(C(C)(C)C)nn3C)sc2C1 (stereo not given)
  0.0	-5	-3	-1	-16	-1.7	-4	-14	6
> CC(=O)Nc1ccc(C(=O)OCC(=O)N(C)C2CCCCC2)cc1
  0.2	-1	-3	3	3	-0.8	-1	3	9
> CN1C(=O)CC(c2ccco2)Sc2ccccc21 (stereo not given)
  0.0	1	-1	3	3	-2.6	0	12	-1
> CCn1c(N)c(C(N)=O)sc1=S
  -0.2	1	-1	-1	-25	-1.6	13	-14	1
> Nc1ncnc(Nc2ccc(F)cc2)n1
  -0.2	-2	-4	2	3	0.2	9	2	-5
> COCCCNC(=O)CN1CCN(Cc2ccc(Cl)cc2)C1=O
  -0.2	-2	-2	-2	-14	0.1	-5	-8	-3
> O=C(O)CCc1nn2cnc3sc4c(c3c2nc1=O)CCCC4
  -0.2	1	4	-7	-5	4.0	3	-9	1
> CCCC1Cc2nc(Cl)c(C#N)cc2CO1 (stereo not given)
  0.4	3	-2	5	11	1.8	4	-2	10
> CN(c1ccccc1)S(=O)(=O)c1cccc(C(=O)NC2CC(C)(C)NC(C)(C)C2)c1
  0.3	nt	-4	nt	nt	3.0	nt	-26	3
> COc1ccccc1NS(=O)(=O)c1cccc(C(=O)N/N=C/c2ccc(N3CCOCC3)cc2)c1
  -0.1	0	-3	-3	1	-1.0	9	1	17
> CC(=Nc1ccccc1)C1=C(O)CC(C)(C)CC1=O
  0.0	-1	-2	1	-1	3.8	-9	-11	-8

Ordered by the number under PREPL inh (descending): 3 of the compounds above
Structure	Efflux pump inh	TPT1 inhibitor	core dimer inh	PP5 primary	EBNA-1 inh	PREPL inh
CCCC1Cc2nc(Cl)c(C#N)cc2CO1 (stereo not given)	0.4	5	11	1.8	4	10
CC(=O)Nc1ccc(C(=O)OCC(=O)N(C)C2CCCCC2)cc1	0.2	3	3	-0.8	-1	9
CC(=Nc1ccccc1)C1=C(O)CC(C)(C)CC1=O	0.0	1	-1	3.8	-9	-8

Remaining list, next part:
Every second line gives: Efflux pump inh	Fh CTSL1 inh	PP1 counter	TPT1 inhibitor	core dimer inh	PP5 primary	EBNA-1 inh	ZTA DNA inh	PREPL inh
> COc1ccc(N2CCN(C(=O)CSc3nnc(-c4ccco4)n3C)CC2)cc1
  -0.2	-6	-1	-2	-7	2.5	-4	-22	18
> Cc1ncsc1C(=O)NCc1ccc(N2CCCC2=O)cc1
  -0.2	1	-1	-3	-5	-0.3	6	2	2
> O=C(Nc1ccccc1)Nc1nnc(CSCc2ccccc2Cl)s1
  -0.5	0	9	-3	-5	0.0	10	10	-2
> Cc1ccc(S(=O)(=O)NN2C(=O)/C(=C/c3ccc(F)cc3)SC2=S)cc1
  0.0	2	1	-1	-2	-0.2	6	2	-8
> O=c1[nH]c(C2CCCN(S(=O)(=O)c3cccc(Cl)c3)C2)nc2c1nnn2Cc1ccc2c(c1)OCCO2 (stereo not given)
  0.0	3	24*	-4	27	1.6	12	8	-7
> Cc1ccc(C(=O)NC(=S)NNS(=O)(=O)c2ccc(C)cc2)cc1
  -0.2	5	3	-1	4	1.5	-2	-3	3
> Cc1cccc(N(CC(=O)NC(C)(C)C)C(=O)CCC(=O)Nc2ccccn2)c1
  0.0	18*	-14	-1	-10	1.3	3	3	0
> O=C(Nc1cccc2ncccc12)c1ccc(OCc2ccccc2)cc1
  -0.1	3	1	-2	9	2.3	7	7	-7
> CCCCC(CC)COP(=O)(OCC(CC)CCCC)OCC(CC)CCCC (stereo not given)
  0.2	nt	-6	nt	nt	1.1	nt	-22	8
> O=[N+]([O-])c1cc(Cl)ccc1Sc1ccccn1
  0.0	1	-4	3	8	0.1	8	5	1
> COc1ccccc1N1C(=O)c2cccc3c(N(C)CCO)ccc(c23)C1=O
  0.0	-3	-7	-30	2	-1.0	0	1	1
> Cc1cc(C)nc(OC(C(=O)O)C(OCCc2ccccc2)(c2ccccc2)c2ccccc2)n1 (stereo not given)
  0.0	2	-1	2	25	0.8	28*	2	3
> O=C(N1CCCCC1)C1(c2ccccc2)CCCCC1
  0.0	9	2	-2	4	-1.7	13	6	4
> O=[N+]([O-])c1ccc(Oc2cccnc2)nc1
  0.0	0	-8	-2	-1	6.5	-9	-7	12
> CN1CCC(NC(=O)c2ccncc2)CC1
  0.0	-3	-6	-2	4	-1.3	3	1	2
> COc1ccc(NC(=O)CS(=O)(=O)c2ccc(C)cc2)c(OC)c1
  0.2	0	4	-6	2	-0.1	0	-24	-7
> COc1ccc(Cl)cc1NC(=O)NCCCl
  0.0	-1	-1	-1	-4	-0.2	0	-6	3
> COc1cc(-c2nnc(SCc3c(F)cccc3Cl)o2)cc(OC)c1OC
  0.0	1	-2	-1	-3	2.5	7	26	-10
> CC(C)(C)n1nc2c(c1NC(=O)c1ccc(Br)o1)CS(=O)C2 (stereo not given)
  0.0	-2	-1	-2	-9	-1.4	2	7	7
> COc1ccccc1CNC(=O)C(C)Sc1ccc(C)cc1 (stereo not given)
  -0.1	-1	-2	-2	0	-2.0	9	4	6
> CC1C/C(=N\NC(=S)NC(C)C)CC(C)(C)C1 (stereo not given)
  0.0	-3	2	-3	0	2.2	6	-19	-12
> CC(=O)Nc1ccc(N2CCN(C(C)=O)CC2)cc1
  -0.1	8	2	-2	-6	-1.1	-5	-5	16
> CC(C)CNC(=O)COC(=O)c1c2c(nc3ccccc13)CCC2
  -0.1	1	-1	-7	8	0.3	10	-9	-4
> CCOC(=O)c1ccccc1NC(=O)c1c(F)c(F)c(F)c(F)c1F
  0.1	6	-3	1	9	1.5	-14	-8	10
> O=C(CC12CC3CC(CC(C3)C1)C2)N/N=C\c1ccc[nH]1
  0.1	-1	-1	0	-4	2.9	11	-6	4
> CCOC(=O)c1ccc(NC(=O)CSc2ccc(-c3ccncc3)nn2)cc1
  -0.2	6	-1	-2	2	-0.3	-26	4	2
> CCOC(=O)c1cnc2ccc(C)cc2c1Nc1ccc(N2CCOCC2)cc1
  -0.1	1	1	-1	-5	2.3	-9	0	14
> COc1cccc(Cc2n[nH]c(=S)n2Cc2ccco2)c1
  -0.1	-2	-3	-1	1	-0.6	6	-3	-3
> Cc1cccc(C)c1-n1ncc(C(=O)NC2CCCC2)c1C1CCNCC1
  0.1	-2	-4	3	-2	-0.4	0	8	0
> O=S(=O)(c1ccccc1F)N1CCN(Cc2cc3c(cc2O)OCO3)CC1
  -0.2	nt	-1	nt	nt	-1.5	nt	7	12
> CC12CCC(=O)N1C(C(=O)Nc1cc(Cl)ccc1N1CCOCC1)CS2 (stereo not given)
  -0.3	2	-3	1	3	1.4	-6	-23	15
> Cc1ccc(-c2nc(NC(=O)c3ccc(S(=O)(=O)N(CCC#N)CCC#N)cc3)sc2-c2ccccc2)cc1
  0.6	4	2	-2	-8	2.1	-3	-22	12
